# ARNT-TACC3 inh: disruptors of human ARNT/TACC3 interaction; Q9Y6A5; AlphaScreen His-ARNT PAS-B/GST-TACC3 binding, luminescence; TACC3 fragment carries E629A point mutation; inhibition, % at 9.99 µM; 390,000 compounds, 0.66% hits; AID 623870;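 active = mean inhibition of replicates at least 50% and at least half of replicates each reaching 50%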;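 also: 0% = complete ARNT plus TACC3 wells and 100% = ARNT alone without TACC3; many hits fall short of the cut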
# GSIS activator: primary screen for activators of insulin secretion dependent on glucose, INS-1E cells, GLuc reporter luminescence | 370,000 compounds, 0.61% hits | INS-1E GLuc reporter insulin secretion, 2-3 h | activation, % at 16.6 µM;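 active = lowest replicate activation of at least 40%, so every replicate reaches that level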;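 also: 0% = median of neutral control wells and 100% = median of IBMX positive control wells; some compounds called inactive have numbers as strong as hits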
# Xi reactivation: reactivates the inactive X chromosome in mouse fibroblasts. XiGFP mouse fibroblasts, % GFP-positive cells imaging, 3 d; cells co-treated with 5-aza-dC sensitizer; scaled so ellipticine positive control = 100%. activation, % at 7.58 µM. 360,000 compounds, 0.055% hits;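 active = mean normalized replicate activation at least 10% and every replicate at or above 10%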;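 also: 0% = median of on-plate neutral control wells and 100% = ellipticine 6 µM median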
#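 System: SV40-immortalized XiGFP fibroblast cells, line 68-5-11 / Incubation: 3-day compound exposure, then 15 min fixation at room temperature / Compound: single concentration per compound, delivered by pin transfer / Buffer or medium: DMEM plus 5-aza-dC sensitizer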
# * marks the source's active call; other numbers are inactive results. Some of the compounds tested. The share of hits here may be higher or lower than overall.
SMILES,ARNT-TACC3 inh,GSIS activator,Xi reactivation
Cc1cc(/C=N/n2cnnc2)c(C)n1-c1ccc(Cl)cc1,1,-2,0.0
O=C(N/N=C/c1ccsc1)c1cc(-c2ccncc2)nc2ccccc12,-31,-6,0.5
COC(=O)C1=C(C(=O)c2ccccc2)C(c2ccccc2)n2nnnc2N1 (stereo unspecified),-2,-22,0.0
O=C1N/C(=C/c2cccn2-c2ccccc2)C(=O)N1Cc1ccccc1F,0,-18,0.2
COc1cc(OC)cc(C(=O)Nc2ccc(S(=O)(=O)Nc3cc(C)on3)cc2)c1,2,0,0.7
CCOC(=O)CSc1nnc(NC(=O)c2cccc([N+](=O)[O-])c2C)s1,-2,-6,0.4
CN(C(=O)c1c(Cl)cnn1C)C12CC3CC(CC(C3)C1)C2,-3,5,-0.1
Cc1ccc(/C=C(\NC(=O)c2ccccc2)C(=O)NCCc2ccccn2)o1,-6,2,0.0
O/N=C/c1ccc(OCc2ccccc2F)c(Cl)c1,2,5,0.1
CC(C)(C)NC(=O)NC(=O)COC(=O)c1cccc(S(=O)(=O)N2CCCCC2)c1,-22,-18,-0.1
Cc1ccc(N(Cc2cc3ccccc3[nH]c2=O)C(=O)c2cccs2)cc1,-3,-7,0.0
COc1ccc(-c2cccc(C(=O)Nc3cccc(C(=O)O)c3)c2)cc1,-16,23,0.0
COC(=O)c1ccccc1NC(=O)Cn1c(=O)n(Cc2ccccc2)c(=O)c2c(C)c(C)sc21,-2,-18,0.0
COc1ccc(C2=NN(C(=S)Nc3ccccc3)C(c3ccccc3)C2)cc1 (stereo unspecified),-4,-3,0.0
Cc1ccc(OCCCn2ccnc2)c([N+](=O)[O-])c1,3,12,0.0
CCCN(CCC)C(=O)C[n+]1cccc(/C=N/O)c1,-6,8,0.2
Oc1cccc(/C=N/NC(=S)Nc2cccnc2)c1O,66*,-17,-0.1
Cc1ccc(C(=O)/C=C/c2cn(CC(O)CN3CCOCC3)c3ccccc23)cc1 (stereo unspecified),-3,-20,0.0
Cc1c(C(=O)NC(C(C)C)C(C)C)cccc1[N+](=O)[O-],-5,5,1.4
Cc1cc(Cl)ccc1NC(=S)NCCN1CCOCC1,-1,-3,0.0
S=C(NCCN1CCOCC1)Nc1ccc(Br)cc1,3,-2,0.1
CCOc1ccc(-n2nnnc2-c2nc3ccccc3s2)cc1,29,90*,0.1
COc1ccc(OC)c(-c2csc(NC(=O)CSc3ccccc3)n2)c1,-2,-25,0.1
COc1cc(S(=O)(=O)NCc2ccccc2)ccc1Br,-4,17,-0.1
O=C(Nc1ccc(Cl)c(Cl)c1)c1cccc(S(=O)(=O)NCc2cccnc2)c1,2,-25,0.0
O=C(Nc1ncc(Cc2ccc(Cl)cc2Cl)s1)c1ccc([N+](=O)[O-])cc1,-8,17,-0.1
CCC(C(=O)O)N1C(=O)/C(=C/c2cccn2C)SC1=S (stereo unspecified),-1,-12,0.6
O=C(COC(=O)c1cc([N+](=O)[O-])ccc1NCc1ccccc1)NC1CCCCC1,-1,4,0.1
Cc1cccc2cc(CN(Cc3cccs3)C(=S)NCc3ccco3)c(=O)[nH]c12,-24,-22,-0.4
CCOC(=O)C1=NN(c2ccc([N+](=O)[O-])cc2)CC1C(=O)OC (stereo unspecified),-3,15,0.1

# The closing seven entries of the part before lead into the next:
SMILES,ARNT-TACC3 inh,GSIS activator,Xi reactivation
COc1cc(S(=O)(=O)NCc2ccccc2)ccc1Br,-4,17,-0.1
O=C(Nc1ccc(Cl)c(Cl)c1)c1cccc(S(=O)(=O)NCc2cccnc2)c1,2,-25,0.0
O=C(Nc1ncc(Cc2ccc(Cl)cc2Cl)s1)c1ccc([N+](=O)[O-])cc1,-8,17,-0.1
CCC(C(=O)O)N1C(=O)/C(=C/c2cccn2C)SC1=S (stereo unspecified),-1,-12,0.6
O=C(COC(=O)c1cc([N+](=O)[O-])ccc1NCc1ccccc1)NC1CCCCC1,-1,4,0.1
Cc1cccc2cc(CN(Cc3cccs3)C(=S)NCc3ccco3)c(=O)[nH]c12,-24,-22,-0.4
CCOC(=O)C1=NN(c2ccc([N+](=O)[O-])cc2)CC1C(=O)OC (stereo unspecified),-3,15,0.1
COc1cc(OC)c(-n2cc(-c3ccc(Cl)cc3)[nH]c2=O)cc1Cl,9,-29,0.2
N#C/C(=C\C=C\c1ccccc1)c1nc(-c2ccc3c(c2)OCO3)cs1,-25,1,0.1
COc1ccc(C(=O)Nc2ccc(-c3nnn(CC(=O)N4CCN(C(=O)c5ccco5)CC4)n3)cc2)cc1,-7,11,0.0
Cc1ccc(NC(=O)COC(=O)C(NS(=O)(=O)c2ccc(Cl)cc2)C(C)O)cc1 (stereo unspecified),-1,-9,-0.2
O=C(NNc1ccc([N+](=O)[O-])cc1)C1C2CCCCC21 (stereo unspecified),-15,-18,0.1
CC(=O)c1ccc(OCCCC(=O)Nc2cc(S(=O)(=O)N(C)C)ccc2C)cc1,-2,1,0.1
Cc1cc(C)cc(NC(=O)C(=O)NCc2ccccn2)c1,-5,33,0.1
COc1ccc(CNC(=O)CSc2n[nH]c(C)c2[N+](=O)[O-])cc1,1,4,-0.1
CC(=O)Nc1ccc(NC(=O)CSc2ccc(-c3ccc4c(c3)OCO4)nn2)cc1,12,6,0.0
COc1cc(C(=O)Nc2ccccc2C2COC(=O)C2=N)cc(OC)c1OC (stereo unspecified),-7,19,0.4
COc1ccc(OC)c(NC(=O)c2cccc(S(=O)(=O)N(Cc3ccccc3)c3ccccc3OC)c2)c1,-2,-24,0.0
CN(C)S(=O)(=O)c1ccc(N2CCCC2)c(C(=O)Nc2nc(-c3ccc(F)c(F)c3)cs2)c1,-13,-23,0.1
Cc1nc(NC(=O)c2ccc(-c3cc4ccccc4oc3=O)cc2)ccc1Br,-5,9,0.3
CC1CCCCN1S(=O)(=O)c1ccc(S(=O)(=O)N(CC(=O)Nc2ccccc2)Cc2cccs2)cc1 (stereo unspecified),1,-8,0.5
Cc1ccc(/C=C2\SC(N3CCN(C(c4ccccc4)c4ccccc4)CC3)=NC2=O)o1,-1,-28,0.0

# Filtered by structure: the entries above with fluorine.
SMILES,ARNT-TACC3 inh,GSIS activator,Xi reactivation
O=C1N/C(=C/c2cccn2-c2ccccc2)C(=O)N1Cc1ccccc1F,0,-18,0.2
O/N=C/c1ccc(OCc2ccccc2F)c(Cl)c1,2,5,0.1
CN(C)S(=O)(=O)c1ccc(N2CCCC2)c(C(=O)Nc2nc(-c3ccc(F)c(F)c3)cs2)c1,-13,-23,0.1

# Rewritten with values under each structure: part of the list above.
# Under each structure: ARNT-TACC3 inh	GSIS activator	Xi reactivation
O=C(COC(=O)c1cc([N+](=O)[O-])ccc1NCc1ccccc1)NC1CCCCC1
    -1	4	0.1
Cc1cccc2cc(CN(Cc3cccs3)C(=S)NCc3ccco3)c(=O)[nH]c12
    -24	-22	-0.4

# (listing goes on)
SMILES,ARNT-TACC3 inh,GSIS activator,Xi reactivation
O=C(O)CCC(=O)NNC(=O)c1cccc(Cl)c1,-3,11,-0.1
COc1cccc(/C=N/NC(=O)CCc2n[nH]c(=O)[nH]c2=O)c1O,10,4,0.0
CCN(NC(=O)C(O)(c1ccccc1)c1ccccc1)C(=O)c1ccccc1,3,0,-0.1
C/C(CC(=O)Nc1ccccn1)=N\NC(=O)c1ccc(C)cc1,26,-4,0.1
O=C1CCCC2=C1C(c1ccccc1)C1C(=O)c3ccccc3C1=N2 (stereo unspecified),2,-40,0.3
Cc1nn(C)cc1CNC(=O)/C=C/c1cnn(C)c1,-6,7,0.2
Cc1ccc(NC=C(S(=O)(=O)c2ccccc2)S(=O)(=O)c2ccccc2)cc1,-16,-18,-0.1

# Source: PubChem (Broad Institute)
